From PubChem BioAssay
RGS7-Gao reg – modulates binding of RGS7 to human Galphao | Multiplexed bead flow cytometry; actives lie on both sides | 220,000 compounds, 0.35% hits | binding response (% of control), % at 10 µM; in the data active = binding response below about 49% or above about 150%; inconclusive = no clear call, values can overlap the other calls; inactive = in between;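 also: fluorescent Galphao held in activated GDP-AlF4 state binding bead-coupled RGS7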
Bcl-W Bim block – disrupts Bim peptide binding to human Bcl-W. Q92843. bead-based flow cytometry. inhibition, % at 10 µM. 190,000 compounds, 0.02% hits. AID 952;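 also: 0% = bound tracer without compound and 100% = peptide blocker; higher means less fluorescent Bim peptide bound to Bcl-W beads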
Target sequence (Q92843 whole entry, looked up): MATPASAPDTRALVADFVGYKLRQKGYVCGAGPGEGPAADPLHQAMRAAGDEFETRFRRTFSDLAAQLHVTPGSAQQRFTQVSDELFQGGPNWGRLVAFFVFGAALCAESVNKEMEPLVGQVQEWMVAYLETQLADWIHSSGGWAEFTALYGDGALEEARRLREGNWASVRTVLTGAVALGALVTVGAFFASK
Bim-Bfl-1 – human Bim-Bfl-1 interaction inhibition; 190,000 compounds, 0.12% hits; Bead-based flow cytometry, Bim-Bfl-1 binding inhibition; AID 1008; inhibition, % at 10 µM; Q16548;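 also: 0% = wells without compound plus tracer and 100% = blocker peptide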
Bcl-B Bim block – inhibitors of Bim-Bcl-B interaction, human; inhibition, % at 10 µM; 190,000 compounds, 0.073% hits; bead-based flow cytometry, Bim peptide-Bcl-B binding;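 also: 0% = tracer peptide without compound and 100% = reference inhibitor peptide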
Bcl-2 Bim block – inhibitors of Bim-Bcl-2 interaction, human. Bead-based flow cytometry, Bim peptide-Bcl-2 binding. inhibition, % at 10 µM. 190,000 compounds, 0.06% hits. AID 950; in the data active = inhibition above about 40%; inconclusive = no clear call, values can overlap the other calls;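 also: 0% = no compound wells with probe peptide and 100% = reference peptide inhibitor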
GSH fluor – compound fluoresces at 488/530 nm on GSH beads. GSH beads flow cytometry, compound fluorescence 488/530 nm; active compounds read high. 190,000 compounds, 0.25% hits. AID 1776. fluorescence (KMESF) at 10 µM; in the data active = fluorescence above about 89;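 also: glutathione beads carrying GST-tagged Bcl family fusion proteins plus one bare bead set; values are compound well signal with DMSO vehicle wells as background; inactives centre near 16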
RGS4-Gao reg – modulates binding of RGS4 to human Galphao | 220,000 compounds, 0.33% hits | P09471 | Multiplexed bead flow cytometry; actives lie on both sides | AID 1415 | binding response (% of control), % at 10 µM; in the data active = binding response below about 49% or above about 150%; inactive = in between;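 also: fluorescent Galphao activated with aluminum fluoride binding bead-coupled RGS4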
ABCG2 block – human ABCG2 inhibition, ABCB1 as counter-screen; IgMXP3 cells, JC-1 efflux, flow cytometry; AID 1325; inhibition, % at 6.6 µM; 190,000 compounds, 0.1% hits; Q9UNQ0;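 active = inhibition above 80%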;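 also: 0% = DMSO and 100% = nicardipine control wells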
Target sequence (Q9UNQ0 whole entry, looked up): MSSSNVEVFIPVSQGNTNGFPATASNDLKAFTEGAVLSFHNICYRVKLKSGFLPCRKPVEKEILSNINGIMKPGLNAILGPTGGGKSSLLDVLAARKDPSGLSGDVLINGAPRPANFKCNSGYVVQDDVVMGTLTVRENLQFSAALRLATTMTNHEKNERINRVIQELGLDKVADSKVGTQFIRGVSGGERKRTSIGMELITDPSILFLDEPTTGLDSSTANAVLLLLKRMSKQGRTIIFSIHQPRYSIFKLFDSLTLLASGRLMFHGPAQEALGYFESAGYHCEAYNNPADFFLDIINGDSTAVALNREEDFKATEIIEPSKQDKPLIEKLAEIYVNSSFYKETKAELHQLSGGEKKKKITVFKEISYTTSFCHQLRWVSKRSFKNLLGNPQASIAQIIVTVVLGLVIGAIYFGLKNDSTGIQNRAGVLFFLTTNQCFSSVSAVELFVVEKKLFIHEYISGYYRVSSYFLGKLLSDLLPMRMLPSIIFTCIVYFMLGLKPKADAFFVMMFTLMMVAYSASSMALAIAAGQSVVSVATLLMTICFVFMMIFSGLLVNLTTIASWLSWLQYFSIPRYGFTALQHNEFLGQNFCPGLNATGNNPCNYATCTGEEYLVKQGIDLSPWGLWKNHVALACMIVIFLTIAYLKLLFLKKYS
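Test system: ABCG2 IgMXP3 and barcoded ABCB1 CCRF-Adr cell mix; Schedule: cells with compound and JC-1, 10 min at 25 °C, rotating, no wash; Technique: flow cytometry of retained JC-1 fluorescence; Measure: % inhibition of efflux relative to nicardipine and DMSO; Controls: nicardipine high and DMSO low controls.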
Avidin bead fluor – compound fluoresces at 488/530 nm on avidin beads | compound fluorescence 488/530 nm, flow cytometry; active compounds read high | 220,000 compounds, 0.38% hits | AID 1775 | fluorescence (KMESF) at 10 µM; in the data active = fluorescence above about 47; also: inactives centre near 10
ABCB1 inh – human ABCB1 inhibition, ABCG2 as counter-screen; P08183; CCRF-Adr cells, JC-1 efflux, flow cytometry; inhibition, % at 6.6 µM; 190,000 compounds, 0.067% hits; AID 1326; in the data active = inhibition above about 40%;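 also: 0% = vehicle and 100% = reference inhibitor; higher value means more JC-1 retained so stronger ABCB1 efflux block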
Bim-Bcl-XL – inhibitors of Bim-Bcl-XL interaction, human; Q07817; Bim peptide-Bcl-XL binding, bead flow cytometry, fluorescence; inhibition, % at 10 µM; 190,000 compounds, 0.04% hits; AID 1007
* marks the source's active call; other numbers are inactive results; ? = inconclusive; . = no result given. Rule as the data show it, unless noted: active = inhibition above about 40%. Rows are unselected. Share with any hit: about 1.3%.

SMILES	RGS7-Gao reg	Bcl-W Bim block	Bim-Bfl-1	Bcl-B Bim block	Bcl-2 Bim block	GSH fluor	RGS4-Gao reg	ABCG2 block	Avidin bead fluor	ABCB1 inh	Bim-Bcl-XL
COC(=O)c1ccc(COC(=O)c2nn(C)c(=O)c3ccccc23)cc1	97	2	0	0	3	9	96	10	11	-0.2	0
Cc1cc(OCC(O)CN2CCN(C)CC2)ccc1C(C)C (stereo unspecified)	94	4	5	4	3	49	97	1	20	0.2	4
Cc1nc(-c2ccc(C(=O)N3CCOCC3)cc2)cs1	103	-3	-21	-11	-8	33	102	24	21	-0.3	-8
NC(=O)C1=C[C@H](c2ccc(C(F)(F)F)cc2)C[C@H](OCCCCO)O1	103	-3	-7	-5	-7	20	104	2	7	1.7	-1
O=C(C1=C[C@H](c2ccccc2)C[C@H](OCc2ccc(CO)cc2)O1)N1CCN(Cc2ccccc2)CC1	101	0	-4	-1	-4	17	99	7	6	3.1	1
Cc1ccc(-c2nc(SCC(=O)NCC3CCCO3)c(-c3ccc(Cl)cc3)[nH]2)cc1 (stereo unspecified)	108	-2	0	-3	0	16	111	22	7	2.0	-2
Brc1cccc(OCCCCN2CCCCC2)c1	102	-4	-4	-6	-6	21	104	0	5	0.6	-5
O=C(O)c1ccccc1N/N=C\c1ccnc2ccccc12	100	-2	-2	-1	3	29	103	5	21	0.7	-5
CC(C)Cn1cnc2c1c(=O)n(CC(O)c1ccccc1)c(=O)n2CC(C)C (stereo unspecified)	148	-1	-8	-9	-9	11	100	2	67*	0.9	-3
CCOC(=O)c1cccc(N2C(=O)C3C(C2=O)C2C=CC3C23CC3)c1 (stereo unspecified)	95	4	-9	-1	0	7	95	1	9	0.3	-3
Cc1[nH]n(-c2ccccc2)c(=O)c1/C=N/NC(=O)C(C)C	101	-2	-4	-1	-1	11	103	1	12	0.3	-2
Cc1nnsc1C(=O)Nc1ccc(Cl)cc1	96	1	13	5	4	61	96	6	4	0.5	3
CCOC(=O)c1sc(NC(=O)CSc2nncn2C)nc1C	?	-1	5	2	-3	12	111	3	12	0.4	-3
CCN(Cc1ccccc1)S(=O)(=O)c1ccc(S(=O)(=O)N(Cc2cccc(OC)c2)CC2CCCO2)cc1 (stereo unspecified)	101	1	0	0	4	14	102	2	34	0.6	-1
O=C(CNCc1ccco1)Nc1ccccc1-n1cccc1	103	0	-4	-4	0	10	101	3	37	0.5	-5
COc1ccc2c(c1)c1c(n2C(C)=O)C(OC(C)=O)=NCC1	103	0	0	0	0	16	102	4	9	0.3	-2
COc1ccc(S(=O)(=O)N2CCN(CC(=O)Nc3cc(C(F)(F)F)ccc3Cl)CC2)cc1	102	-3	-1	-6	-5	20	103	2	34	0.7	0
NC(=O)C1CCN(C(=O)OCc2ccccc2)CC1	97	-2	-2	-5	0	21	96	5	14	0.3	0
CCOc1ccc(CN(CCO)CCO)cc1C(=O)OC	102	0	-12	-10	-10	4	103	1	8	0.1	-7
CC(C)(C)NC(=O)c1ccnc(C(C)(C)C)c1	96	0	-12	-13	-10	21	97	4	13	0.9	-18
Nc1nn2cc(-c3ccccc3)nc2c2ccccc12	?	1	-3	0	-3	11	99	2	9	-0.3	1
Cn1c(SCC(=O)Nc2ccc3nc(SCC(=O)N4CCCC4)sc3c2)nnc1-c1ccccc1	95	-5	-18	-12	-15	17	97	13	22	0.2	-10
C=CCn1c(SCC(=O)NC(=O)c2cccn2C)nc2ccccc2c1=O	96	-4	-7	-7	-5	9	100	11	12	0.9	-2
Cc1ccc(Cn2c(NCCCn3ccnc3)nc3c2c(=O)n(C)c(=O)n3C)cc1	101	0	-10	-6	-4	3	100	1	7	0.1	-10
Cc1ncc(CN2CCN(C(C)C)C(CCO)C2)s1 (stereo unspecified)	104	-3	-4	-1	-2	11	103	-1	11	0.0	-3
C=C(Br)Cn1c(CCCC)nc2ccccc21	108	4	-1	-3	-1	4	113	1	7	0.1	0
Cc1ccc(NC(=S)N(CCN(C)C)Cc2cc3cccc(C)c3[nH]c2=O)cc1	94	-4	0	-13	-4	13	96	4	1	2.2	-6
O=c1oc(-c2ccc(F)cc2)nc2ccsc12	101	4	-6	0	-4	15	103	0	8	-0.1	1
O=C(NCc1ccco1)c1cc(-c2cccs2)on1	98	-1	0	-1	0	4	92	0	4	-0.3	-3
CC(C)Sc1nnc(-c2c[nH]c3ccccc23)n1C	100	-2	-8	-6	-5	19	104	8	6	0.4	-2
Cc1nc(NC2CCCC2)sc1C(=O)N(C)C	109	-2	-10	-6	-7	32	103	20	33	0.1	-4
Cn1c(Cc2cccs2)nnc1SCC(=O)N1CCc2ccccc21	98	-1	-13	-8	-8	34	99	3	5	0.6	12
COc1ccc(CNC(C)C(=O)Nc2ccc3ccccc3c2)cc1OC (stereo unspecified)	?	10	9	4	6	13	99	1	9	-0.2	4
CC1CCN(c2oc(-c3cccc4ccccc34)nc2C#N)CC1	103	4	-16	-3	-12	20	101	51	30	0.7	-5
CC1CCCN(c2ccc(C(=O)NCc3ccc4c(c3)OCO4)cc2[N+](=O)[O-])C1 (stereo unspecified)	103	-6	0	-6	-2	11	102	75	21	1.5	-3
C[C@@H](C(=O)Nc1ccc2ccccc2c1)[C@H]1C[C@]1(C)[C@H](NC(=O)OCc1ccccc1)c1ccccc1	93	-1	0	-1	-5	17	91	8	6	0.4	-5
CC(=O)CSc1nc2ccccc2o1	100	-3	-2	-10	-1	16	98	0	6	0.1	-6
COc1ccc(/C=N/N=C2/NC(=O)C(CC(=O)O)S2)cc1OCc1ccc(Cl)cc1Cl (stereo unspecified)	100	-8	-18	-13	-6	19	101	-2	13	-0.2	-10
O=C(c1ccc(F)cc1)N1CCN(c2ccc([N+](=O)[O-])c(N3CCCCC3)c2)CC1	97	2	-17	19	-8	20	96	63	13	2.5	0
COc1cc(/C=N/NC(N)=S)cc(Br)c1OCc1ccccc1F	104	-3	-2	-7	-4	9	99	0	7	-0.3	-1
CCC(C)n1c(SCC(=O)Nc2ccccc2C(F)(F)F)nc2ccsc2c1=O (stereo unspecified)	71	-3	-12	-8	-14	24	94	13	15	2.6	-10
CCCN(CCC)C(=O)NC1CC(=O)N(c2ccc(OC)cc2)C1 (stereo unspecified)	105	-7	-9	-7	-6	12	100	-10	13	0.1	-8
CC1(C)Cc2nc3sc4c(=O)n(CC(=O)NCc5ccccc5)cnc4c3cc2CO1	101	0	-1	0	-7	13	92	2	29	0.4	1
O=C1CSC(c2cccc([N+](=O)[O-])c2)N1c1ccccc1 (stereo unspecified)	97	-1	-6	-1	-5	13	98	1	7	0.3	0
Cc1ccc(OCc2nnc(SCC(=O)Nc3sc(C)c(C)c3C#N)n2C)cc1	102	-1	-3	0	-2	18	105	2	31	0.5	-1
N/C(=N\OC(=O)CCc1ccccc1)c1ccccc1Cl	105	1	-2	1	0	14	98	7	11	1.3	1
O=C(NCc1cccs1)c1ccccc1C(=O)NCc1cccs1	101	3	4	1	5	25	99	2	9	0.1	3
CCOC(=O)c1ccc2nc(C)c3c(c2c1)OC(C)C3 (stereo unspecified)	102	0	-11	-5	-4	17	104	.	5	.	0
COc1ccc(S(=O)(=O)N(C)c2ccc(C(N)=O)cc2)cc1	102	2	-10	-8	-7	44	97	3	7	-0.2	-10
O=C(Nc1ccccc1Cl)c1ccc(-n2cccn2)c([N+](=O)[O-])c1	?	-1	-5	-2	-5	14	98	53	11	1.6	-1
Cc1cccc(Cn2cnc3c(NS(C)(=O)=O)c(C)c(C)cc32)c1	97	-6	-2	-6	-5	22	101	3	8	0.5	-4
COc1ccc(N(CC(=O)Nc2cc(C)ccc2OC)S(=O)(=O)c2c(C)noc2C)cc1	100	3	-6	-8	-3	16	103	35	13	2.5	1
CS(=O)(=O)NCC(c1ccco1)N1CCN(c2ccc(F)cc2)CC1 (stereo unspecified)	101	-7	-8	-7	-6	12	102	1	13	0.5	-5
COc1ccc(Br)cc1CN1CCCC(C(=O)N2CCCCC2)C1 (stereo unspecified)	103	-6	-1	-5	-1	15	103	1	35	0.2	-7
Cc1c(CCOC(=O)c2cccc([N+](=O)[O-])c2)sc[n+]1CC(=O)c1ccccc1	104	0	9	-3	-3	14	106	4	11	1.0	-4

Gathered by group, the entries above with two or more sulfur atoms
SMILES	RGS7-Gao reg	Bcl-W Bim block	Bim-Bfl-1	Bcl-B Bim block	Bcl-2 Bim block	GSH fluor	RGS4-Gao reg	ABCG2 block	Avidin bead fluor	ABCB1 inh	Bim-Bcl-XL
CCOC(=O)c1sc(NC(=O)CSc2nncn2C)nc1C	?	-1	5	2	-3	12	111	3	12	0.4	-3
CCN(Cc1ccccc1)S(=O)(=O)c1ccc(S(=O)(=O)N(Cc2cccc(OC)c2)CC2CCCO2)cc1 (stereo unspecified)	101	1	0	0	4	14	102	2	34	0.6	-1
Cn1c(SCC(=O)Nc2ccc3nc(SCC(=O)N4CCCC4)sc3c2)nnc1-c1ccccc1	95	-5	-18	-12	-15	17	97	13	22	0.2	-10
Cn1c(Cc2cccs2)nnc1SCC(=O)N1CCc2ccccc21	98	-1	-13	-8	-8	34	99	3	5	0.6	12
CCC(C)n1c(SCC(=O)Nc2ccccc2C(F)(F)F)nc2ccsc2c1=O (stereo unspecified)	71	-3	-12	-8	-14	24	94	13	15	2.6	-10
Cc1ccc(OCc2nnc(SCC(=O)Nc3sc(C)c(C)c3C#N)n2C)cc1	102	-1	-3	0	-2	18	105	2	31	0.5	-1
O=C(NCc1cccs1)c1ccccc1C(=O)NCc1cccs1	101	3	4	1	5	25	99	2	9	0.1	3
